# Screens as filed in PubChem BioAssay.
# MmCpn inh – blocks the Methanococcus maripaludis chaperonin Mm-Cpn; 330,000 tested, 0.031% active; Potency, µM (series often up to 76.9 µM), inactives show top-dose activity, negative = inhibition, hits mostly inhibitors; purified Mm-Cpn ATPase, ADP Transcreener TR-FRET; also: potency is read from the fitted curve at half-maximal effect; % is scaled to controls: 0 for no effect and ±100 for the full control effect; nearly all actives have a fitted effect of over 80% in size
#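 25 nM Mm-CPN + cpd, 10 min 37°C; + 10 uM ATP, 30 min 37°C; buffer 30 mM Tris pH 7.4, 100 mM KCl, 5 mM MgCl2, 1 mM DTT; Transcreener ADP HTRF detection 30 min RT.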
# PTHR1 ag – PTHR1 (human) receptor agonism; HEK293 GP2 PTHR1 cells, GloSensor cAMP luminescence, 1 h; Potency, µM (doses to about 115 µM), for inactives: top-dose activation, usual class: activators; 410,000 tested, 0.075% active; also: potency is read from the fitted curve at half-maximal effect; nearly all actives have a fitted effect of over 55% in size; some results filed as inactive show a strong effect at the top dose; inactives centre near -15; many of its hits are not listed in these tables
# Target sequence (Q03431 whole entry, looked up): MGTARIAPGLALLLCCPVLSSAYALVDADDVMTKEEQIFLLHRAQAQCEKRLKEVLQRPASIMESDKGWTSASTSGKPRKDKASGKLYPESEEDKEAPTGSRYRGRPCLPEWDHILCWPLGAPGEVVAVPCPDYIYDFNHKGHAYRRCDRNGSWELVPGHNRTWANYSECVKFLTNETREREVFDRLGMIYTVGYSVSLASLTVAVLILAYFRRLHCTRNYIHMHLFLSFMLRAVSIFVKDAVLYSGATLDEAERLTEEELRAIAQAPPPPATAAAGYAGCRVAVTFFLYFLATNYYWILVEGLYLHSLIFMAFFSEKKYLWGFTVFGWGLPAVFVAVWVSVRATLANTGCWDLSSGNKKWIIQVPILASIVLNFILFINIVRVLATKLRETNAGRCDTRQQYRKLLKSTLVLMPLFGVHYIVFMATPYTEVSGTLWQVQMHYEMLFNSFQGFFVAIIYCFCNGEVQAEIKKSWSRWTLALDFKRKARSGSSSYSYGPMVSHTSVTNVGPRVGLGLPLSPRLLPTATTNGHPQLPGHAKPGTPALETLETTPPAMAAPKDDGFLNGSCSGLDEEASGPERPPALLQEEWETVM
#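 HEK-293-derived GP2 cells expressing PTHR1 and a GloSensor cAMP reporter, 3,000/well, plated overnight, given luciferin plus IBMX (each 0.5 mM as added) for 1 h at 37 °C, then compound for 1 h at 37 °C. Luminescence was read after 15 min at room temperature.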
# FUS yeast rescue – rescues growth of FUS-expressing yeast. 390,000 tested, 0.24% active. S. cerevisiae FUS-expressing, growth rescue, OD600, 24 h. Potency, µM (highest dose often 76.6 µM), for the others: at the highest dose growth rescue (activation), actives largely listed as activators;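 also: potency is read from the fitted curve at half-maximal effect; plate controls were DMSO vehicle for no effect and reference control for full effect; nearly all actives have a fitted effect of over 55% in size; some results filed as inactive show a strong effect at the top dose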
#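 Yeast FUS proteinopathy model; galactose-induced FUS (2%), starting OD 0.005. Cpds in dilution series, 24hr, 30C, 99% humidity. Abs 600 nm growth. Pos ctrl CP55940 (top 92uM final); neg ctrl DMSO.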
# Abeta rescue – compounds reversing amyloid beta toxicity in yeast; yeast expressing A-beta42, growth rescue, OD600, 48 h; response scale: 0% DMSO, 100% iron-clioquinol control; Potency, µM (top dose mostly 46.1 µM), for the others: at the highest dose growth rescue, hits mostly activators; 410,000 tested, 0.063% active; also: potency is read from the fitted curve at half-maximal effect; nearly all actives have a fitted effect of over 55% in size
#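 Growth rescue measured by 600 nm absorbance after 48 h yeast culture at 30 C with compound. Values normalized between DMSO and an equimolar ferric chloride plus clioquinol control.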
# GLP-1R inv ag – inverse agonists of human GLP-1 receptor; P43220; HEK293 GLP-1R CRE-luciferase, luminescence, 24 h; GLP-1R form is constitutively active; Potency, µM (doses to about 38.3 µM), for the others: at the highest dose activity change, negative = inhibition, actives largely listed as inhibitors; 410,000 tested, 1.6% active; also: potency is read from the fitted curve at half-maximal effect; % is scaled to controls: 0 for no effect and ±100 for the full control effect; nearly all actives have a fitted effect of over 55% in size
# Target sequence (P43220 whole entry, looked up): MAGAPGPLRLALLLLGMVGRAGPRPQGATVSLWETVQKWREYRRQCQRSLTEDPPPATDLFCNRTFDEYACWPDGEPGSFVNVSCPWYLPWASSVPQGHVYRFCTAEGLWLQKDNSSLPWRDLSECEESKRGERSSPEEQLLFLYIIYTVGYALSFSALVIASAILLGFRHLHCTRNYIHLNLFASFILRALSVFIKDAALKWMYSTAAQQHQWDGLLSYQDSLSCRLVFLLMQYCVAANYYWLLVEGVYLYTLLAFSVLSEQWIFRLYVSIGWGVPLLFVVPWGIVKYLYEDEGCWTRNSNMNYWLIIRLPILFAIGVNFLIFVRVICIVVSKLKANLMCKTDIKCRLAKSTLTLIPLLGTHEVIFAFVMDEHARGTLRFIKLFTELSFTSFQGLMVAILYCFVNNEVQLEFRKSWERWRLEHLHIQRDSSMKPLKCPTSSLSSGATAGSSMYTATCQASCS
#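 Seeding at 200 cells/uL, 12 h culture, 24 hr compound treatment, then luciferase reagent and a luminescence read; cells are HEK293 stably expressing a constitutively active GLP-1R plus cAMP-responsive luciferase.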
# Akt phos inh – inhibitors of Akt phosphorylation. Neuro2A IGF-stimulated pAkt S473 HTRF, 20 min; hits give low values. activity change, % for hits at 50 µM. 360,000 tested, 0.32% active; in the data active = activity change below about -80%; inconclusive = mostly about -51% to -80%; also: % is scaled to controls: 0 for no effect and ±100 for the full control effect
#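 Single-point screen (50 µM final compound) in Neuro2A cells stimulated 20 min with 6 nM IGF at 37 deg C. After lysis, Ser473-phosphorylated Akt read by HTRF (ex 330 nm, em 615/665 nm) as the 665/615 ratio.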
# aSyn yeast inh – rescues yeast growth from alpha-synuclein toxicity; Yeast expressing alpha-synuclein, growth rescue, BacTiter-Glo, 24 h; AID 652106; Potency, µM (titrated, usually from 46.1 µM), without a hit: top-dose growth rescue (activation), hits mostly activators; 370,000 tested, 0.14% active; also: potency is read from the fitted curve at half-maximal effect; % of control where 0% means no effect; nearly all actives have a fitted effect of over 65% in size
#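 Galactose-induced alpha-syn yeast (OD600=0.02, raffinose-pregrown) + pinned cpd, 24 hr, 30 deg C; growth by BacTiter-Glo luminescence. Growth restoration scores as activation.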
# GLP1R cytotox – cytotoxicity counter-screen for GLP-1 receptor inverse agonists; HEK293 cAMP-luciferase reporter cells, luminescence, 24 h; Potency, µM (highest dose often 38.3 µM), without a hit: top-dose activity change, negative = inhibition, actives largely listed as inhibitors; 410,000 tested, 0.13% active;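 also: loss of luciferase light is scored as toxicity; potency is read from the fitted curve at half-maximal effect; % is scaled to controls: 0 for no effect and ±100 for the full control effect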
#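 Cells in DMEM/10% Nu serum/1% pen-strep, 1536-well format. Pre-incubated 12 h, dosed with 23 nL compound, incubated a further 24 h. Luciferase detection, 12 min at room temp, luminescence.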
# TDP-43 yeast inh – inhibitors of TDP-43 toxicity in yeast. Potency, µM (titrated, usually from 46.1 µM), inactives show at the highest dose growth rescue (activation), actives largely listed as activators. AID 652104. 410,000 tested, 1.8% active. TDP-43 expressing yeast growth rescue, BacTiter-Glo, 24 h; also: potency is read from the fitted curve at half-maximal effect; % of control where 0% means no effect; nearly all actives have a fitted effect of over 50% in size
#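 In this qHTS, compounds that restore growth of yeast expressing TDP-43 appear as activators. Cells (OD600=0.02, galactose medium, raffinose-pregrown) are incubated with compound 24 hr at 30 deg C and growth is quantified by BacTiter-Glo.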
# * = called active by the depositor; i = inactive; ? = inconclusive; / = not tested or not shown; & = joins results of further samples; [ ] = another dose, or the depositor's remark. Unless noted, calls follow the shape of the dose curve; as a rule, active = well fitted curve in the direction sought with a large enough effect; inconclusive = small, poorly fitted or top-dose-only effect, or another doubt; inactive = no such curve, though single readings can be large; an effect the other way counts as inactive or inconclusive.
SMILES,MmCpn inh,PTHR1 ag,FUS yeast rescue,Abeta rescue,GLP-1R inv ag,Akt phos inh,aSyn yeast inh,GLP1R cytotox,TDP-43 yeast inh
COC(=O)CCC(=O)OC1(C)C(=O)C2=COC(c3ccc(OC)cc3)=CC2=C(Br)C1=O (stereo not drawn),-1%,-16%,30%,-84%[inhibitor],-2%,i,-69%[inhibitor],-11%,?
CCCCn1c(Cc2ccccc2)n[nH]c1=S,3%,i,15%,43%,0%,i,0%,-19%,11%
NN=C(NN=Cc1ccccc1)c1ccccc1,/,-11%,/,0%,5%,i,13%,8%,-3%
CCCOC(=O)C(=O)NNc1ccccc1,0%,i,-9%,1%,?,i,0%,?,-1%
O=C(O)CCC1(CCC(=O)O)c2ccccc2-c2ccccc21,-3%,i,-5%,9%,36%[activator],i,2%,2%,3%
COc1cccc(-c2cc(C(=O)O)no2)c1,-1%,?,7%,-13%,13%,i,3%,67%[activator],-11%
CSc1cccc(NC(=O)CN(C)S(=O)(=O)c2ccc3c(c2)n(C)c(=O)c(=O)n3C)c1,/,-25%,8%,2%,3%,/,/,2%,17%
O=C1Nc2ccccc2N=C(c2ccc3c(c2)OCO3)C1N(CCc1ccccc1)C(=O)CSc1ncccn1 (stereo not drawn),/,i,?,12%,-20%,i,?,-4%,21%
N#Cc1nc(COc2ccc(F)cc2)oc1NCCCn1ccnc1,0%,i,7%,6%,-13%,i,-12%,-6%,4%
CC(C)c1ccc(NC(=O)c2ccc3oc(=O)c(S(=O)(=O)c4ccc(F)cc4)cc3c2)cc1,/,-21%,-1%,-28%,10%,/,/,3%,1%

# Ordered by molar mass (highest first): some entries from above.
SMILES,MmCpn inh,PTHR1 ag,FUS yeast rescue,Abeta rescue,GLP-1R inv ag,Akt phos inh,aSyn yeast inh,GLP1R cytotox,TDP-43 yeast inh
O=C1Nc2ccccc2N=C(c2ccc3c(c2)OCO3)C1N(CCc1ccccc1)C(=O)CSc1ncccn1 (stereo not drawn),/,i,?,12%,-20%,i,?,-4%,21%
COC(=O)CCC(=O)OC1(C)C(=O)C2=COC(c3ccc(OC)cc3)=CC2=C(Br)C1=O (stereo not drawn),-1%,-16%,30%,-84%[inhibitor],-2%,i,-69%[inhibitor],-11%,?
CC(C)c1ccc(NC(=O)c2ccc3oc(=O)c(S(=O)(=O)c4ccc(F)cc4)cc3c2)cc1,/,-21%,-1%,-28%,10%,/,/,3%,1%
CSc1cccc(NC(=O)CN(C)S(=O)(=O)c2ccc3c(c2)n(C)c(=O)c(=O)n3C)c1,/,-25%,8%,2%,3%,/,/,2%,17%
N#Cc1nc(COc2ccc(F)cc2)oc1NCCCn1ccnc1,0%,i,7%,6%,-13%,i,-12%,-6%,4%
O=C(O)CCC1(CCC(=O)O)c2ccccc2-c2ccccc21,-3%,i,-5%,9%,36%[activator],i,2%,2%,3%
CCCCn1c(Cc2ccccc2)n[nH]c1=S,3%,i,15%,43%,0%,i,0%,-19%,11%
NN=C(NN=Cc1ccccc1)c1ccccc1,/,-11%,/,0%,5%,i,13%,8%,-3%
CCCOC(=O)C(=O)NNc1ccccc1,0%,i,-9%,1%,?,i,0%,?,-1%

# Following part
SMILES,MmCpn inh,PTHR1 ag,FUS yeast rescue,Abeta rescue,GLP-1R inv ag,Akt phos inh,aSyn yeast inh,GLP1R cytotox,TDP-43 yeast inh
Cc1[nH]n(-c2cccc3ccccc23)c(=O)c1/C=N/NC(=O)c1cccc([N+](=O)[O-])c1,0%,-25%,/,-11%,-15%,i,-2%,?,0%
Cc1ccc(S(=O)(=O)Nc2ccc(C(=O)NCc3ccncc3)cc2)cc1,1%,i,24%,-5%,22%,i,-2%,17%,-18%
Cc1ccc2onc(CNC(=O)NCc3ccc(Cl)cc3)c2c1,/,i,-18%,4%,-5%,/,/,-11%,18%
COc1ccc(C2=C(CC(=O)O)C(=O)CC2)cc1,-7%,-7%,-13%,7%,4%,i,6%,2%,12%
COc1ccc(C)cc1NC(=O)C1CCN(S(=O)(=O)c2cccc3nonc23)CC1,-2%,-7%,26%&-16%,4%&2%,1%&1%,i,-2%,-11%&0%,-8%&12%
COc1cccc(-n2c(SCC(=O)NC3CC3)nc3ccccc3c2=O)c1,/,-25%,16%,-5%,9%,i,13%,-10%,5%
CCN1CCc2c(C#N)c(N3CCOCC3)nc(N3CCOCC3)c2C1,0%,i,-20%,-3%,-2%,i,-8%,-8%,10%
Cc1cc(NC(=O)C23CC4CC(CC(C4)C2)C3)n[nH]1,1%,-12%,8%,-3%,?,i,-1%,-12%,-16%[0.397 µM]
O=C(c1ccc(F)cc1)n1nc(-c2cccnc2)nc1NCc1ccccc1,/,-1%,10%,-1%,7%,/,/,4%,11%
CC(=O)c1cc(C#N)c(SCC(=O)C(C)(C)C)nc1C,-5%,-9%[57.5 µM],15%,-7%,0%,i,-16%,6%,?

# Only GLP-1R inv ag, for 2 of the compounds above:
smiles | GLP-1R inv ag
CC(=O)c1cc(C#N)c(SCC(=O)C(C)(C)C)nc1C | 0%
Cc1ccc(S(=O)(=O)Nc2ccc(C(=O)NCc3ccncc3)cc2)cc1 | 22%

# More records
SMILES,MmCpn inh,PTHR1 ag,FUS yeast rescue,Abeta rescue,GLP-1R inv ag,Akt phos inh,aSyn yeast inh,GLP1R cytotox,TDP-43 yeast inh
COc1ccc(C(=O)C2CCCN(C(=O)CCC3=NNC(=O)CC3)C2)c(C)c1 (stereo not drawn),4%,-11%,21%,-3%,5%,i,-7%,0%,-9%
COCc1cccc(C2=CC(=O)C[C@H](c3ccc(OC)cc3)C2)c1,1%,0%,20%,10%,2%,i,5%,-15%,14µM*
CC(=O)c1cc(CN2CCN(CC=C(C)C)C(CCO)C2)cs1 (stereo not drawn),-1%,i,23%,-1%,9%,i,2%,1%,-12%
CN(C(=O)OCc1ccccc1)C(CC(N)=O)C(=O)O (stereo not drawn),-1%,0%[57.5 µM],-9%,-22%,5%,i,0%,1%,-21%
Clc1nccnc1-c1ccccc1,0%,i,/,-9%,-9%,i,-6%,10%,-6%
CC(=O)Nc1ccc(NC(=O)C(C)Oc2ccc(Cl)cc2Cl)cc1 (stereo not drawn),0%,i,43%,5%,13%,i,9%,4%,3%
CC(C)CC1C(=O)N(Cc2cn(CCC3OCCCO3)nn2)CCS(=O)(=O)N1Cc1ccc(-c2ccccc2)cc1 (stereo not drawn),/,-10%,?,-1%,8%,i,-3%,1%,-15%
Cc1cccc(NC(=O)c2ccc(F)c(S(=O)(=O)N(C)C3CCCCC3)c2)c1,/,-42%[inhibitor],35%,15%,?,/,/,-9%,21%
Nc1ncc(S(=O)(=O)Nc2ccc(OC(F)(F)F)cc2)cn1,/,i,-14%,2%,2%,/,/,-3%,21%
Cc1ccccc1N(C(=O)c1snc(C(N)=O)c1N)C(C(=O)NCC1CCCO1)c1ccc(N(C)C)cc1 (stereo not drawn),0%,-4%,-1%,-10%,17%,i,3%,-16%,-21%
O=C(COc1ccc(Cl)cc1Cl)Nc1ccc(S(=O)(=O)NC2=NCCCCC2)cc1,1%,-52%[inhibitor],3%,0%,14%,i,1%,-7%,13%
CSc1nsc(/C=C/Nc2ccc(O)cc2C)c1C#N,-2%,i,?,-8%,13%,i,21%,-6%,-4%
CCc1ccc(CSc2nc(-c3ccc(OC)cc3)nc3c2Cc2c(CO)cnc(C)c2O3)cc1,/,-4%,4%,-8%,7%,/,/,3%,14%
CCO[C@@H]1OC(C(=O)NCc2ccccc2)=C[C@H](C)[C@H]1CCCO,/,-8%,-23%,-3%,8%,i,1%,5%,-1%
NC(=O)c1ccsc1NC(=O)CCS(=O)(=O)c1ccc(Cl)cc1,-1%,-7%,19%,7%,8%,i,4%,24%,21%
O=C(c1cc(COc2ccc(F)cc2F)on1)N1CCOCC1,0%,i,-8%,-5%,15%,i,1%,-6%,20%
CCCCCC1=NN2C(=O)CC(=O)N=C2S1,1%,?,5%,-19%,-11%,i,?,-6%,-46%[inhibitor]
Cc1ccc2c(CC(=O)OC3CCOC3=O)coc2c1 (stereo not drawn),1%,-39%[inhibitor][57.5 µM],12%,20%,-7%,i,0%,11%,?
O=C1OC(c2ccc(Br)cc2)=N/C1=C\N1CCCCC1,0%,-3%[57.5 µM],2%,4%,29%,i,4%,-7%,30%
OCC1(Cc2ccccc2C(F)(F)F)CCN(Cc2ccc3c(c2)CCO3)CC1,1%,i,-3%,6%,?,i,8%,-6%,-1%
Cc1cccc(OCC(=O)Nc2ncn[nH]2)c1C,0%,i,-24%,2%,5%,i,7%,-10%,6%
CCOC(=O)c1c(C)c(C(=O)NCc2ccco2)c(C)n1Cc1ccccc1,-6%,-2%[57.5 µM],?,10%,0%,/,6%,8%,0%
COc1ccccc1N1C(=O)C(Cl)=C(N2CCCC2)C1=O,?,-8%,14%,10%,3%,i,-3%,1%,23%
Cc1ccccc1-c1csc(N)n1,/,i,-17%,-1%,-14%,i,-12%,-1%,-16%

# Only part of the results is shown. The share of hits here may be higher or lower than overall.
